Screening data: PubChem BioAssay, National Center for Advancing Translational Sciences (NCATS)
AmpC inh det – AmpC beta-lactamase inhibition, detergent assay; purified AmpC, nitrocefin hydrolysis with detergent; Potency, µM (highest dose often 28.7 µM), for the others: top-dose activity change, negative = inhibition; 71,000 compounds, 0.09% hits; active = well fitted curve in the direction sought with a large enough effect
Target sequence (P00811 whole entry, looked up): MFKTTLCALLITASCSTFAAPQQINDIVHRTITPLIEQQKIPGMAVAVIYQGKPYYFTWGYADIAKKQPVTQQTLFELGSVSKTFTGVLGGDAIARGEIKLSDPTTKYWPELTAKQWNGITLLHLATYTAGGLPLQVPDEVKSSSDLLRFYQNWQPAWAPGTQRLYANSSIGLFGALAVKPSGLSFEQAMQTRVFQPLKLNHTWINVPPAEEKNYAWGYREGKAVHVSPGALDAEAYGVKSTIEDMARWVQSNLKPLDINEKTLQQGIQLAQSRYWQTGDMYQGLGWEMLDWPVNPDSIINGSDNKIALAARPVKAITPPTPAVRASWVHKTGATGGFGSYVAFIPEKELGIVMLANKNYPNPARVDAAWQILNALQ
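E. coli AmpC (5.3 nM) in 20 mM phosphate pH 7.0 with 0.01% Triton X-100, preincubated 15 min RT with compound; nitrocefin (2 uL of 800 uM stock) hydrolysis followed by 480 nm absorbance every 20 s over 4 min.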
The depositor's hits bear a star; [ ] = remark or other dose. % is scaled to controls: 0 for no effect and ±100 for the full control effect; potency is read from the fitted curve at half-maximal effect.

Screening Cc1cc(NC(=O)C2COc3ccccc3O2)no1 (stereo unspecified) returned AmpC inh det 11%.
`Cc1cc(C(F)(F)F)n2ncc(-c3ccccc3)c2n1` gave AmpC inh det -4%.
`Cc1ccc(-c2nnc3n2N=C(c2ccc(Br)cc2)CS3)cc1` gave AmpC inh det 11%.
For O=C(CCCN1C(=O)c2ccccc2C1=O)Oc1ccc(F)cc1 the results were AmpC inh det -3%.
For O=C(NCN1CCc2ccccc2C1)c1ccccc1 the results were AmpC inh det 31%.
CCOC(=O)c1cccc(NC(=O)CSc2nnc(COc3ccc(Cl)cc3)o2)c1 was read as AmpC inh det -3%.
`COc1ccc(N2C(=O)CC(N3CC=C(c4ccccc4)CC3)C2=O)cc1` (stereo unspecified) gave AmpC inh det 8%.
Screening O=S(=O)(c1ccc(F)cc1)N(CCO)CC(O)Cn1c2ccccc2c2ccccc21 (stereo unspecified) returned AmpC inh det -4%.
`CC(=O)NC1CCN(C(=O)N2CCCC2)CC1` gave AmpC inh det 1%.
Screening COc1ccc(CN2CCCC(C(=O)N3CCCC3)C2)cc1 (stereo unspecified) returned AmpC inh det 12%.
For COc1ccc(Cl)cc1NC(=O)c1cnc2sccn2c1=O the results were AmpC inh det 14%.
For CCSc1nnc(NC(=O)C(C)(C)C)s1 the results were AmpC inh det 8%.
`CCN(CC)CCCN1C(=O)C(O)=C(C(=O)c2sc(C)nc2C)C1c1ccc(C)o1` (stereo unspecified) gave AmpC inh det -2%.
Cn1ccnc1 was read as AmpC inh det -1%.
CCOC(=O)c1ccc(Nc2cc(C)nc3ncnn23)cc1 was read as AmpC inh det 9%.
CC(=O)Nc1ccc(NS(=O)(=O)C(F)(F)F)cc1 was read as AmpC inh det 19%.
`CCCn1c2c(c(O)c(C(=O)Nc3ccc(OC)cc3)c1=O)CCCC2` gave AmpC inh det -1%.
`O=C(c1ccncc1)N1CCC2(CCCN(C(c3ccccc3)c3ccccc3)C2)CC1` gave AmpC inh det -5%.
Screening COc1ccc(CNC(=O)C2CC(c3ccc(F)cc3)=NO2)cc1 (stereo unspecified) returned AmpC inh det -4%.
For Cc1ccc(-c2nn(CC(=O)O)c(=O)c3ccccc23)cc1 the results were AmpC inh det 6%.
Cc1ccc(S(=O)(=O)N(C)CC(=O)OCc2nnc(-c3ccccc3)o2)cc1 was read as AmpC inh det 1%.
CCN(CCCNC(=O)CCNC(=O)Cn1ccc2ccccc2c1=O)c1ccccc1 was read as AmpC inh det 8%.
`Cc1cc(NC(=O)C2CC=CCC2C(=O)O)no1` (stereo unspecified) gave AmpC inh det -2%.
`COc1ccc(-c2nc(C)sc2CC(=O)O)cc1` gave AmpC inh det -3%.
`CCOc1ccccc1NC(=O)C1CCCN1C(=O)OCc1ccccc1` (stereo unspecified) gave AmpC inh det -2%.
For CC12CCC(C(=O)NCc3ccc4c(c3)OCO4)(CC1=O)C2(C)C (stereo unspecified) the results were AmpC inh det 10%.
`O=C(CCS(=O)(=O)c1ccc(Br)cc1)N1CCN(c2ccccc2F)CC1` gave AmpC inh det -7%.
`COc1ccccc1N1C(=O)C2CC(C)=C(C)CC2C1=O` (stereo unspecified) gave AmpC inh det -1%.
Screening COc1ccc(S(=O)(=O)Cc2ccc(C(=O)N3CCOCC3)o2)cc1 returned AmpC inh det 13%.
`COc1cc(C)c(C(C)C)cc1S(=O)(=O)N1CCOCC1` gave AmpC inh det -1%.
COCCCNC(=O)CCCn1c(=O)c2ccccc2n(CC(=O)Nc2c(C)cccc2C)c1=O was read as AmpC inh det 9%.
Screening O=C(Cc1ccccc1)N1CCN(C/C=C/c2ccccc2)CC1 returned AmpC inh det -1%.
`Cn1c(-n2c(CCCN3C(=O)c4ccccc4C3=O)nc3ccccc3c2=O)nc2ccccc21` gave AmpC inh det -3%.
`CC(=O)NC1(c2cccc(F)c2)CCN(CC(=O)NC2CCCCC2)CC1` gave AmpC inh det 1%.
For CC(C)Sc1nc2c(c(=O)n1C)SC(C)C2 (stereo unspecified) the results were AmpC inh det 10%.
`Cc1nc(N2CCN(Cc3ccc4c(c3)OCO4)CC2)nc2c1C(=O)CC(c1ccco1)C2` (stereo unspecified) gave AmpC inh det 2%.
Screening CCN1C(=O)c2ccccc2S(=O)c2ccc(C(=O)N3CCCC3)cc21 (stereo unspecified) returned AmpC inh det 1%.
Screening NCCNc1cccc2ccccc12 returned AmpC inh det 12%.
Screening c1ccc(/C(=N/Nc2nc3ccccc3s2)c2ccccn2)cc1 returned AmpC inh det -2%[5.75 µM].
COc1ccc(Br)cc1C1SCCN1S(C)(=O)=O (stereo unspecified) was read as AmpC inh det 1%.
For CCOn1c(=O)c(-c2cc3ccccc3o2)[n+]([O-])c2ccccc21 the results were AmpC inh det -3%.
For CC(C)CCSc1nc2c(c(=O)[nH]c(=O)n2C)n1CCc1ccccc1 the results were AmpC inh det 12%.
`Clc1ccccc1CNCC1CCC(CNCc2ccccc2Cl)CC1` (stereo unspecified) gave AmpC inh det 0%.
`COc1cc(NS(=O)(=O)c2ccc(NC(=O)C34CC5CC(CC(C5)C3)C4)cc2)ncn1` gave AmpC inh det 5%.
For Cc1cccc(N(C)S(=O)(=O)c2ccc3[nH]c(=O)c(=O)[nH]c3c2)c1 the results were AmpC inh det 1%.
Nc1cc(Cl)cc(C(=O)O)c1Cl was read as AmpC inh det 11%.
Screening CCOC(=O)C1=C(Nc2ccccc2)OCC1=O returned AmpC inh det -2%.
CCOC(=O)C1=C(C)NC(SCc2cc(=O)[nH][nH]2)=C(C#N)C1c1cccs1 (stereo unspecified) was read as AmpC inh det -4%.
Screening CC(C)(C)n1nnnc1CN1C2CCC1CC(NC(=O)Nc1ccccc1)C2 (stereo unspecified) returned AmpC inh det -4%.
Screening COc1ccc(OC)c(NS(=O)(=O)c2ccc(SC)cc2)c1 returned AmpC inh det -6%.
Screening O=C(O)c1cc(-c2ccccc2)n(-c2ccccc2C(=O)O)n1 returned AmpC inh det -3%.
For CCOC(=O)c1[nH]c(=O)[nH]c1CSc1nc(C)cc(C)n1 the results were AmpC inh det -1%.
Cc1cccc(C(=O)Nc2ccc(CC(=O)O)cc2)c1 was read as AmpC inh det -8%.
Screening COCCCNC(=O)c1oc2ccc(S(=O)(=O)N(C)C3CCCCC3)cc2c1C returned AmpC inh det -2%.
CCn1cc(Br)c(C(=O)Nc2cccc(SC)c2)n1 was read as AmpC inh det -4%.
For CN1CC(=O)N(C)c2nc(Br)n(C)c2C1=O the results were AmpC inh det -3%.
For CN(C)Cc1cc(Cl)c(O)c(CN(C)C)c1 the results were AmpC inh det -4%[5.75 µM].
`Cc1noc(C)c1C(=O)N1CCC2(CC1)CN(Cc1cc(C(F)(F)F)cc(C(F)(F)F)c1)C2` gave AmpC inh det 2%.
`C[C@@]1(CO)[C@H](O)CC[C@]2(C)[C@@H]1CC[C@H]1C[C@H]3C[C@]12CC[C@]3(O)COC(=O)CN` gave AmpC inh det -4%[5.75 µM].
O=C1c2ccccc2C(=O)N1c1ccc(Cc2ccc(N3C(=O)c4ccccc4C3=O)cc2)cc1 was read as AmpC inh det -5%[5.75 µM].

Fetched by structure from the entries so far:
For CN1CC(=O)N(C)c2nc(Br)n(C)c2C1=O the results were AmpC inh det -3%.
Screening CC(C)(C)n1nnnc1CN1C2CCC1CC(NC(=O)Nc1ccccc1)C2 (stereo unspecified) returned AmpC inh det -4%.

The listing picks up; the 6 compounds before the break are reprinted first.
CCn1cc(Br)c(C(=O)Nc2cccc(SC)c2)n1 was read as AmpC inh det -4%.
For CN1CC(=O)N(C)c2nc(Br)n(C)c2C1=O the results were AmpC inh det -3%.
For CN(C)Cc1cc(Cl)c(O)c(CN(C)C)c1 the results were AmpC inh det -4%[5.75 µM].
`Cc1noc(C)c1C(=O)N1CCC2(CC1)CN(Cc1cc(C(F)(F)F)cc(C(F)(F)F)c1)C2` gave AmpC inh det 2%.
`C[C@@]1(CO)[C@H](O)CC[C@]2(C)[C@@H]1CC[C@H]1C[C@H]3C[C@]12CC[C@]3(O)COC(=O)CN` gave AmpC inh det -4%[5.75 µM].
O=C1c2ccccc2C(=O)N1c1ccc(Cc2ccc(N3C(=O)c4ccccc4C3=O)cc2)cc1 was read as AmpC inh det -5%[5.75 µM].
Screening Nc1nonc1-c1noc(CCCN2C(=O)c3ccccc3C2=O)n1 returned AmpC inh det -3%.
`Cc1ccc(S(=O)(=O)N(CCO)Cc2cc3ccc(C)c(C)c3[nH]c2=O)cc1` gave AmpC inh det 5%.
Screening COc1ccc2nc3oc(C(=O)N4CCN(c5cccc(Cl)c5)CC4)cc3cc2c1 returned AmpC inh det -1%.
Cc1c(C(=O)Nc2ccccc2N2CCOCC2)sc2nc3n(c(=O)c12)CCC3 was read as AmpC inh det -2%.
For COc1ccc(-c2nc(N3CCCC3)[nH]c(=O)c2C#N)cc1 the results were AmpC inh det 7%.
`COC(=O)c1c(C)[nH]c(C)c1-c1ccccc1Cl` gave AmpC inh det -6%.
Screening CCOc1ccc(N(C(C)C(=O)Nc2ccc(OC)cc2)S(C)(=O)=O)cc1 (stereo unspecified) returned AmpC inh det -4%.
For CCCn1c(SCC(=O)Nc2c(CC)cccc2CC)nnc1C(C)C the results were AmpC inh det 11%.
CCCCc1ccc(Nc2nc(CCC)cc(=O)[nH]2)cc1 was read as AmpC inh det -1%.
Screening CCOc1ccc(CN2CCN(c3cc(C)nc4c5c(C)cc(C)nc5nn34)CC2)cc1 returned AmpC inh det -1%.
For COc1ccc(-c2nc(CSCC(=O)N3CCN(c4cccc(C)c4)C(C)C3)c(C)o2)cc1OC (stereo unspecified) the results were AmpC inh det 10%.
Screening COc1cc2c(cc1OC)C(C(=O)O)C(c1cc(Br)c(O)c(OC)c1)N(C)C2=O (stereo unspecified) returned AmpC inh det 18%.
Screening CCc1c(C)c2ccc(OCC(N)=O)cc2oc1=O returned AmpC inh det -1%.
`CCc1ccc(C2C3=C(CC(C)(C)CC3=O)Nc3c2c(=O)[nH]c2nc(C)nn32)cc1` (stereo unspecified) gave AmpC inh det 0%.
Screening CN(C)C=C1C(=O)N(C2CCCCC2)C(=O)N(C2CCCCC2)C1=O returned AmpC inh det 4%.
`O=C1OC2(CCCCC2)OC(=O)C1=CNc1nccs1` gave AmpC inh det -2%.
`CSc1nnc(-c2cnccn2)n1C` gave AmpC inh det 10%.
`c1csc(-c2nc3ccccc3[nH]2)c1` gave AmpC inh det -6%.
Screening O=C(CN1CCN(Cc2ccc3c(c2)OCO3)CC1)Nc1ccc2c(c1)OCCO2 returned AmpC inh det -1%.
Screening CCOC(=O)N1CCC(NCCNC(=O)c2ccccc2)CC1 returned AmpC inh det -3%.

Brought forward from above: 6 compounds, followed by the next part.
Screening CN(C)C=C1C(=O)N(C2CCCCC2)C(=O)N(C2CCCCC2)C1=O returned AmpC inh det 4%.
`O=C1OC2(CCCCC2)OC(=O)C1=CNc1nccs1` gave AmpC inh det -2%.
`CSc1nnc(-c2cnccn2)n1C` gave AmpC inh det 10%.
`c1csc(-c2nc3ccccc3[nH]2)c1` gave AmpC inh det -6%.
Screening O=C(CN1CCN(Cc2ccc3c(c2)OCO3)CC1)Nc1ccc2c(c1)OCCO2 returned AmpC inh det -1%.
Screening CCOC(=O)N1CCC(NCCNC(=O)c2ccccc2)CC1 returned AmpC inh det -3%.
Screening NC(=O)c1ccc2c(c1)OCCO2 returned AmpC inh det -3%.
CCCC(C(=O)NCc1ccco1)N(C(=O)CNS(=O)(=O)c1ccccc1)c1ccccc1OC (stereo unspecified) was read as AmpC inh det -2%.
CC(=O)c1cccc(N(C(=O)c2ccco2)C(C(=O)NC2CCCC2)c2ccncc2)c1 (stereo unspecified) was read as AmpC inh det 8%.
CN(Cc1ccco1)c1ncnc2ccc(-c3cccc(NS(C)(=O)=O)c3)cc12 was read as AmpC inh det 8%.
Screening CC(C(=O)N1CCC2(CC1)OCCO2)C1Sc2ccccc2NC1=O (stereo unspecified) returned AmpC inh det -5%.
For O=S(=O)(O)c1cc(O)ccc1O the results were AmpC inh det 0%[12.8 µM].
For CCOc1ccccc1C(=O)NC1CC2CCCC(C1)N2C1CC1 (stereo unspecified) the results were AmpC inh det -1%.
Screening Clc1ccc(-c2ccc(-c3nn4c(-c5ccco5)nnc4s3)o2)cc1 returned AmpC inh det -12%.
For COC(=O)c1ccccc1NC(NC(=O)c1ccco1)C(=O)c1ccc(C)cc1 (stereo unspecified) the results were AmpC inh det 5%.
`CCC(=O)c1ccc(OCC(O)Cn2cnc3ccccc32)cc1` (stereo unspecified) gave AmpC inh det -6%.
`CCn1c(CCNC(=O)c2ccc(Cl)cc2)nnc1SCC(=O)NC1CCCC1` gave AmpC inh det -1%.
`CC(=O)NC(C)c1nc2ccccc2n1C(C)C` (stereo unspecified) gave AmpC inh det 11%.
CCOC(=O)CN(C(=O)CSc1nnc(-c2ccncc2)n1CCCN(C)C)c1ccccc1 was read as AmpC inh det 36%.
CCc1c(C)nc2[nH]nc(-c3ccccc3)n2c1=O was read as AmpC inh det 1%.
O=C(COC(=O)C12CC3CC(CC(O)(C3)C1)C2)NC(=O)NCc1ccco1 was read as AmpC inh det 25%.
`NC(=O)c1ccccc1NS(=O)(=O)Cc1ccccc1` gave AmpC inh det 5%.
CS(=O)(=O)Nc1ccccc1C(=O)N1CCOCC1 was read as AmpC inh det 0%.
`OCCCCO` gave AmpC inh det 7%.
For CN(C)CCCN1C(=O)C(=O)/C(=C(/O)c2ccc3c(c2)OCCO3)C1c1ccco1 (stereo unspecified) the results were AmpC inh det -2%.
Screening N#Cc1ccc(CN2CC3(CCN(C(=O)c4csnn4)CC3)C2)cc1 returned AmpC inh det -2%.
`N=C(N)c1ccc(OCCCCCOc2ccc(C(=N)N)cc2)cc1` gave AmpC inh det 7%.

Not all compounds are listed (hit frequency here may not be typical).
